Screening results as filed in PubChem.
RTF Ca sens inh: cardiac RTF calcium desensitization; inhibition, % at 7.15 µM; IANBD-labeled cardiac RTF, Ca2+ fluorescence; P19429+P45379; 0.12% of 340,000 active;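 active means inhibition above the mean inhibition of all tested compounds plus 3 SD, cut at about 17% in these data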;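 further: assay run at fixed EC70 calcium of 1.6 mM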
LANA DNA inh: blocks KSHV LANA C-terminal domain binding to DNA | MBP-C-LANA/FAM-LBS DNA binding, fluorescence polarization | inhibition, % at 9 µM | 0.078% of 340,000 active | AID 504423;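 active means highest replicate inhibition at or above 60% at 9 µM, even if other replicates fall short; inactive means all replicates below 60% inhibition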;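 further: 0% = neutral control wells and 100% = 4 µM acridine orange control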
HTR5A inv ctr: HTR5A inverse agonism, opioid heterodimer counter-screen; P47898; inhibition, % at 9.3 µM; HTR5A cell line, luminescence; 0.083% of 340,000 active; in the data active means inhibition mostly above about 23%, no sharp cut-off; inactive means mostly below about 18%;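 further: 0% = cells with DMSO and 100% = no-cell wells with DMSO; some compounds called inactive have numbers as strong as hits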
Target sequence (P47898 whole entry, looked up): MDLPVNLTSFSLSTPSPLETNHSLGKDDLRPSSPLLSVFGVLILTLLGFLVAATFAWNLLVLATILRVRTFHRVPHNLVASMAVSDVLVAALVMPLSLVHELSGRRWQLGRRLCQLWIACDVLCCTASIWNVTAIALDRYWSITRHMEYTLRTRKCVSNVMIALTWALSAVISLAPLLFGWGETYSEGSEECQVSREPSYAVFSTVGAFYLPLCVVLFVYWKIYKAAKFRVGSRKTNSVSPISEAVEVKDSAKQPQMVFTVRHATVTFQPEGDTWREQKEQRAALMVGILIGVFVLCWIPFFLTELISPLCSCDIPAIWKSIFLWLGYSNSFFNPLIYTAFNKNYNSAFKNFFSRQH
V-ATPase pH: yeast V-ATPase proton transport regulation by pHLuorin | response, % at 10 µM | 0.37% of 350,000 active | AID 504577 | S. cerevisiae, pHLuorin cytosolic pH fluorescence; in the data active means response mostly above about 7.3%, no sharp cut-off; inactive means mostly below about 5.4%; further: actives read high; inactives centre near 0; some compounds called inactive have numbers as strong as hits; reference of the scale not given here
CAL-PDZ inh HTS: inhibitors of human CAL PDZ peptide binding; Q9HD26; purified CAL PDZ, TMR-peptide fluorescence polarization, 1 h; 0.92% of 300,000 active; inhibition, % at 24.9 µM;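 active means mean inhibition of at least 30% with at least half of replicates also reaching 30%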;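 further: 0% = DMSO neutral control and 100% = excess unlabeled competitor peptide PRC23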
Keap1-Nrf2 PPI: disrupts human Keap1 binding to Nrf2 peptide; AID 504523; Keap1 Kelch-Nrf2 peptide fluorescence polarization, 1536-well; 0.15% of 340,000 active; inhibition, % at 9.4 µM; in the data active means inhibition above about 12%;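 further: human Keap1 Kelch domain with fluorescein labeled Nrf2 9mer peptide probe; 0% = neutral control wells and 100% = peptide positive control; higher means more block of Keap1 binding to Nrf2 peptide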
Target sequence (Q14145 whole entry, looked up, the tested form may be a part): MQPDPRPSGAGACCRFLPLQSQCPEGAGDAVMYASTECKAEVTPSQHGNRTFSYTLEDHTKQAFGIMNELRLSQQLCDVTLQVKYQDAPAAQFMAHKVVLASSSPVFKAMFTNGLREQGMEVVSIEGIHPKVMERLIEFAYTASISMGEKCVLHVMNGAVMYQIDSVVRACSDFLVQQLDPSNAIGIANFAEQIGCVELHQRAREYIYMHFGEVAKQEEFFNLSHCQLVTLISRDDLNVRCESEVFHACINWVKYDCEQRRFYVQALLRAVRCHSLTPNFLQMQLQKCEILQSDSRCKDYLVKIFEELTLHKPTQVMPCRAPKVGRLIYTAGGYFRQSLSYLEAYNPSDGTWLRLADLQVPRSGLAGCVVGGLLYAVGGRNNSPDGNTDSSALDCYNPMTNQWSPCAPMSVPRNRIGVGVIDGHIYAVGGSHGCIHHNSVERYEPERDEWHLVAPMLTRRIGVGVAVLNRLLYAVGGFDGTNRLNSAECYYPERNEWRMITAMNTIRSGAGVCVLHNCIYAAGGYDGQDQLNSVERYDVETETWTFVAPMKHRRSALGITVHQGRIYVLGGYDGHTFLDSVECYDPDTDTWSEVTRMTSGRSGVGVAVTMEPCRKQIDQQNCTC
HTR5A ag ctr: counter-screen for OPRM1-OPRD1 agonists: human HTR5A agonism; AID 504692; activation, % at 9.3 µM; HTR5A agonist assay, luminescence, cell-based; 0.61% of 340,000 active; in the data active means activation mostly above about 9.5%, no sharp cut-off; inactive means mostly below about 7.6%;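 further: 0% = cells with vehicle only and 100% = reference agonist; strong numbers were not always called active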
MOR-DOR inv ag: inverse agonists of human mu-delta opioid receptor heterodimerization; 0.21% of 340,000 active; cell-based MOR-DOR heterodimer luminescence, inverse agonism; P35372+P41143; inhibition, % at 9.3 µM; AID 504357; in the data active means inhibition above about 22%, passing the limit was not always enough;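 further: 0% = cells with DMSO and 100% = wells without cells with DMSO; values of inactives mirror those of a sister screen read the other way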
cardiac RTF act: cardiac RTF calcium sensitization; 0.24% of 340,000 active; P19429+P45379; IANBD-labeled TnC RTF fluorescence at EC20 calcium; 0% EC20 calcium, 100% full calcium; activation, % at 7.2 µM; AID 493008;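 active means activation above the mean over all tested compounds plus 3 SD, cut at about 30% in these data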;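 further: rise in fluorescence read as greater calcium sensitivity of cardiac thin filaments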
OPRM1-OPRD1 ag: OPRM1-OPRD1 heterodimerization agonism | AID 504326 | cells, luminescence | 0.3% of 340,000 active | activation, % at 9.3 µM; in the data active means activation above about 18%;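 further: 0% = vehicle-treated cells and 100% = reference agonist; values of inactives mirror those of a sister screen read the other way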
Starred values were filed as active, the others as inactive; · = no result given.

SMILES	RTF Ca sens inh	LANA DNA inh	HTR5A inv ctr	V-ATPase pH	CAL-PDZ inh HTS	Keap1-Nrf2 PPI	HTR5A ag ctr	MOR-DOR inv ag	cardiac RTF act	OPRM1-OPRD1 ag
COc1cccc(-c2nc(N3CC(C)CC(C)C3)c3ccccc3n2)c1O (stereo not drawn)	-5	-0.3	-18	-4	0	1	0	7	-3	-1.3
C=C1[C@@H](O)[C@H](CC(C)C)N(Cc2ccccc2Br)S1(=O)=O	6	-2.4	-9	3	-1	-7	4	-26	6	4.6
Cc1ccc(C(=O)C(C)OC(=O)CNC(=O)c2ccc(Br)o2)cc1 (stereo not drawn)	2	2.0	10	-3	-9	2	-4	4	-3	-0.6
CN(Cc1ccccc1)C(=O)COC(=O)c1cc(NS(=O)(=O)c2cccs2)ccc1O	3	-0.5	0	-1	-3	-1	0	-15	-5	2.9
CC(=O)Nc1ccc(NC(=O)COC(=O)[C@@H]2CCCN2C(=O)c2cccs2)cc1	0	-4.5	4	-3	-1	-5	-1	6	14	-1.1
Cc1nc2ccccn2c1C(=O)NC1CCCc2ccccc21 (stereo not drawn)	-8	0.3	-22	-3	·	2	5	-3	-1	0.6
O=C(Nc1ccccc1)C12CC3CC(C1)CC(n1cnc([N+](=O)[O-])n1)(C3)C2	-3	2.0	3	-4	3	-3	2	9	-5	-1.7
N#C/C(=C\C=C\c1ccccc1)C(=O)N1CCCC1	1	-1.2	0	-3	·	-4	0	-6	-1	0.8
OCC1(Cc2ccccc2)CCN(Cc2cc3ccccc3o2)CC1	-4	0.5	-9	-2	·	-2	-3	-3	6	0.7
NC(=O)CSc1nnc(NC(=O)c2ccc(Br)o2)s1	2	-0.2	-8	-2	-6	-3	2	11	1	-2.0
CN(C)c1ccc(C(=S)N2CCNCC2)cc1	-6	-0.8	-19	-2	-4	-5	-2	2	3	-0.4
Cc1ccc2c(n1)sc1c(-c3ccc(Br)cc3)c(C#N)c(N)nc12	-2	-0.3	-17	-2	·	-2	5	-24	1	4.5
COc1ccccc1N1CCN(C(=O)/C=C/c2ccc3c(c2)OCO3)CC1	-2	-1.6	-24	6	-4	0	6	1	0	-0.3
c1ccc(-c2csc(N3CCCCCC3)n2)cc1	8	3.3	-21	-1	3	-3	7	-17	-4	2.8
COc1ccc(CCNC(=O)C2CCN(C(=O)c3ccc([N+](=O)[O-])cc3)CC2)cc1	5	-0.1	4	-1	-5	-3	-1	-6	-2	0.8
CCOC(=O)N1CCN(S(=O)(=O)c2ccc(OCC)c3ccccc23)CC1	-17	-0.2	-12	-2	0	0	-2	-24	-8	4.7
CC1CCc2cc(F)cc3c(O)c(C(=O)NCCN(C)C)c(=O)n1c23 (stereo not drawn)	-7	-0.3	8	-5	0	4	-2	6	0	-1.3
COc1ccc(-c2nc(SCC(=O)Nc3cc(C)on3)n[nH]2)cc1	-7	-1.5	-22	-4	0	6	4	9	-3	-2.0
Cc1sc2ncnc(OCC(=O)NC(C)C(C)C)c2c1C (stereo not drawn)	-3	0.5	1	-2	1	-3	0	15	-5	-2.3
CC(C)CCN(CCC(C)C)C/C(O)=C(\C#N)c1nc(-c2ccccc2)cs1	1	-0.6	-11	-2	2	0	0	10	-4	-1.8
O=C(CSc1ncn[nH]1)N1N=C2/C(=C\c3ccco3)CCCC2C1c1ccco1 (stereo not drawn)	-14	-2.1	-10	-3	-4	0	2	4	2	-0.8
Cc1ccc2cc3cc(C(=O)NCCCN4CCCC4=O)oc3nc2c1	4	-0.1	-22	3	2	5	2	17	0	-3.1
Cc1ccc(CN2C(=O)CCC2C(=O)NCCCN2CCCC(C)C2)cc1 (stereo not drawn)	-8	0.2	1	·	-2	5	-3	-6	7	1.1
Cc1cccc(-n2c(O)c(C=Nc3ccc4c(c3)OCO4)c3ccccc3c2=O)n1	-6	6.4	-4	6	·	-1	1	-4	2	0.7

Part of the list above, reformatted:
SMILES | RTF Ca sens inh | LANA DNA inh | HTR5A inv ctr | V-ATPase pH | CAL-PDZ inh HTS | Keap1-Nrf2 PPI | HTR5A ag ctr | MOR-DOR inv ag | cardiac RTF act | OPRM1-OPRD1 ag
Cc1ccc(CN2C(=O)CCC2C(=O)NCCCN2CCCC(C)C2)cc1 (stereo not drawn) | -8 | 0.2 | 1 | · | -2 | 5 | -3 | -6 | 7 | 1.1
Cc1sc2ncnc(OCC(=O)NC(C)C(C)C)c2c1C (stereo not drawn) | -3 | 0.5 | 1 | -2 | 1 | -3 | 0 | 15 | -5 | -2.3
O=C(CSc1ncn[nH]1)N1N=C2/C(=C\c3ccco3)CCCC2C1c1ccco1 (stereo not drawn) | -14 | -2.1 | -10 | -3 | -4 | 0 | 2 | 4 | 2 | -0.8

Next part.
SMILES	RTF Ca sens inh	LANA DNA inh	HTR5A inv ctr	V-ATPase pH	CAL-PDZ inh HTS	Keap1-Nrf2 PPI	HTR5A ag ctr	MOR-DOR inv ag	cardiac RTF act	OPRM1-OPRD1 ag
CCn1cc(C(=O)NCc2ccco2)c(=O)c2cc(S(=O)(=O)N3CC(C)CC(C)C3)ccc21 (stereo not drawn)	-6	-0.2	-12	1	·	0	-3	-13	1	2.8
Cc1ccccc1-c1nnc(SCC(=O)Nc2c(C)n(C)n(-c3ccccc3)c2=O)o1	-4	-0.5	-5	3	-2	-1	2	16	-2	-3.1
O=C(O)COc1ccc2c3c(c(=O)oc2c1)CCC3	-2	1.8	-45	-3	1	0	1	2	-2	-0.4
O=C(NCC1CCCO1)c1ccc(NC(=O)C2CC=CCC2C(=O)O)cc1 (stereo not drawn)	-5	0.1	-4	-1	0	-1	4	18	-4	-4.3
O=C(OCC(=O)N1CCN(c2ccccc2)CC1)c1nc(Cl)ccc1Cl	-6	0.8	12	0	-5	-3	-4	18	1	-3.4
CCOC(=O)[C@@H]1[C@H]2COc3ccccc3[C@H]2N2C(=O)N(c3cccc(Cl)c3)C(=O)[C@]12C	-7	-0.3	-21	-2	-1	-1	-1	18	-2	-3.2
C/[N+]([O-])=C\c1coc2ccccc2c1=O	0	-0.6	-4	-3	·	-2	-2	10	-2	-2.4
COCCOc1ccc(C(F)(F)F)cc1NC(=O)CN1C(=O)NC2(CCc3ccccc32)C1=O (stereo not drawn)	-6	-0.9	1	3	-2	4	-3	10	-10	-1.5
COCC(=O)NC1CC(C)(C)Cc2c1cnn2-c1ccc(F)cc1 (stereo not drawn)	-12	-0.4	16	0	-6	-4	-5	10	-3	-2.0
CC(C)(C)NC(=O)CN(C(=O)C(=O)Nc1ccc2c(c1)OCCO2)N1CCOCC1	-11	-0.9	1	1	-2	-1	0	10	2	-1.5
Cc1cc(SCc2ccc(Cl)c(Cl)c2)nc(=O)[nH]1	-7	-1.6	-2	1	-2	3	-4	9	-4	-1.6
N#CCCn1cc(C(=O)CN2C(=O)C(=O)N(C3CCCC3)C2=O)c2ccccc21	-7	1.6	4	-4	-1	2	-2	20	-1	-3.8
CCCNC(=O)Nc1ccc(NC(C)=O)cc1	-2	1.2	3	-1	0	-1	0	6	-6	-0.8
O=C(NC1CCN(Cc2ccccc2)CC1)c1ccc2c(c1)[nH]c(=O)n2Cc1ccc(F)cc1	-1	1.3	3	-3	1	1	-1	-17	-2	3.0
CN(C)CCCOC(=O)c1ccccc1Cl	-7	1.2	17	2	0	-7	-8	8	7	-1.6
CCN(CCO)C(=O)c1ccc2nc(Cc3ccc(OC)cc3)oc2c1	-3	-0.4	-22	0	-2	3	6	8	3	-1.6
O=c1c2cn[nH]c2[nH]c(=S)n1-c1cccc(Cl)c1	-7	-0.9	-31	1	·	-1	-3	16	3	-3.0
Cn1c2c(c(=O)n(C)c1=O)C(NC(=O)C(C)(C)C)(C(F)(F)F)C(=O)N2 (stereo not drawn)	-10	-0.4	-5	-1	4	-9	5	-3	3	0.6
OC[C@@H]1[C@@H](c2ccccc2)C(c2cccc(Cl)c2)=NN1c1ccccc1	-1	-2.0	-19	1	-3	2	5	-13	0	2.8
Cc1cc(Oc2nc3ccccn3c(=O)c2/C=C(\C#N)C(=O)NC2CCS(=O)(=O)C2)ccc1Cl (stereo not drawn)	-20	0.9	-28	-5	-3	-2	10	1	-3	-0.2
COc1ccc2cc3cc(C(=O)NCc4ccco4)oc3nc2c1	2	-0.7	2	4	-4	-5	-3	-5	2	0.8
Cc1cc(C(=O)N2CCN(S(=O)(=O)c3ccc(C)c(C)c3)CC2)no1	8	-0.1	-34	-3	-4	1	11	11	-4	-1.7
CS(=O)(=O)c1ccccc1-c1nc(-c2cccc(Cl)c2)no1	5	0.1	0	3	-5	-2	0	11	0	-1.9
CCOC(=O)CSc1nnc(-c2ccc(OC)cc2OC)o1	1	-1.5	-2	1	5	-3	7	7	-5	-1.2
COC(=O)C(Cc1ccc(OC(=O)c2ccccc2Cl)cc1)N1Cc2ccccc2C1=O (stereo not drawn)	-5	2.7	-18	3	-4	-1	8	13	-3	-3.2
S=C(Nc1ccccc1)Nc1nc2ccccc2n1CCOc1ccc(Cl)cc1	-2	-0.5	-1	2	-6	-4	1	14	2	-2.9
O=S(=O)(c1ccc(N2CCN(CCO)CC2)nc1)N1CCOCC1	-8	0.3	12	-1	1	-3	-5	-19	1	2.8
COc1ccc(NC(=O)C2COc3ccccc3O2)cc1 (stereo not drawn)	1	3.6	-8	2	4	2	0	6	-2	-1.1
COc1ccc(CNC(=O)c2c(O)c3ccccc3n(C)c2=O)cc1	-10	-0.3	-19	-3	·	3	1	-1	-1	0.1
Cc1ccccc1-n1ncc2c1CC(C)(C)CC2NC(=O)CCN1CCCCC1=O (stereo not drawn)	-1	-1.5	-16	0	-2	0	0	7	0	-1.2
COc1ccc(C2C(Oc3ccccc3)C(=O)N2c2cc(C)ccc2C)cc1OC (stereo not drawn)	-9	-1.8	-34	2	·	-5	3	-14	-2	2.5
O=C(CSC1CCCCC1)Nc1ccccc1Br	-14	3.1	-14	-2	-3	0	2	-11	6	2.3
Cc1ccc(Cn2ccc(=O)c(OCc3c(Cl)cccc3Cl)c2C)cc1	-18	-1.0	-15	·	-2	3	2	-169	4	28*
CCN(CC(=O)Nc1ccc(NC(C)=O)cc1)C(=O)/C=C/c1ccc2c(c1)OCO2	2	-0.4	20	-1	-5	4	-8	7	-3	-1.1
OCc1cccc[n+]1Cc1ccccc1	-13	-1.1	7	1	·	6	2	14	5	-2.8
COc1cccc(NC(=O)CN(C)C(C)C(=O)Nc2ccc(S(=O)(=O)N3CCCC3)cc2)c1 (stereo not drawn)	-16	-1.7	22	0	2	0	2	4	-1	-0.8
CC12CCC(C(=O)Nc3ncc([N+](=O)[O-])s3)(OC1=O)C2(C)C (stereo not drawn)	-4	-0.1	-26	-4	·	-2	1	16	-1	-3.1
COCCNC(=O)CSc1nc2cc(OC)c(OC)cc2c(=O)n1CCc1ccc(S(N)(=O)=O)cc1	-1	-0.5	22	-1	·	-2	5	5	3	-0.8
COC(=O)c1cc(C(=O)NNC(=O)c2ccc3c(c2)OCO3)cc([N+](=O)[O-])c1	4	-1.2	-21	2	-6	-5	9	7	1	-1.7
O=C(Nc1ccc([N+](=O)[O-])cn1)c1ccc(Br)o1	-11	0.5	-7	3	-11	-5	3	-3	8	0.6
COc1ccc(N(C)S(=O)(=O)c2cccc(C(=O)NC3CCCC3)c2)cc1	-5	0.4	-36	-1	-1	-1	-3	16	2	-3.4
NC(=O)C1CCN(C(=O)/C=C/c2ccccc2[N+](=O)[O-])CC1	-2	-0.3	-21	-4	0	-4	-4	9	2	-1.7
